Source: PubChem BioAssay
Lipid storage S3 = qHTS Assay for Lipid Storage Modulators in Drosophila S3 Cells. Drosophila S3 cells, BODIPY lipid droplet fluorescence, 18-24 h; cells fed with added oleic acid. lipid storage change, negative = inhibition, % at the top dose, mostly 46.1 µM; hits show Potency in µM. 320,000 compounds, 0.64% hits. AID 2685, 2010; active = well fitted inhibition curve with a large enough effect in the signal ratio, with a control signal flat, not every such curve was filed as active; inconclusive = small, poorly fitted or top-dose-only effect, or effect the other way, or a change in a side signal; the % refers to the signal ratio
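Drosophila S3 cells loaded with oleic acid (400 uM, as added) and compounds at several concentrations; lipid droplets imaged by 488-nm laser-scanning cytometry, 500–530 nm intensity and object ratio to cell channel. Percent activity normalized to 20 uM Triacsin C.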
Lipid storage S3 cell count max = also measured in Lipid storage S3; calls as there; cell number change, %; measured here: cell count max response;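 cells counted by Cell Tracker Red CMTPX staining in the red channel; peak over a dose series mostly up to 46.1 µM; percent activity relative to internal control wells on each plate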
* hit, by the source's call; i = inactive; ? = inconclusive; · = not tested or not shown. % is set by controls: 0 for no effect and ±100 for the full control effect; potency is the fitted concentration of half-maximal effect.

SMILES	Lipid storage S3	Lipid storage S3 cell count max
COCCn1c(SCC(=O)N2CCCCC2)nc2c(c1=O)SC(C)C2 (stereo not drawn)	-17.5%	·
COc1ccc(-c2[nH]ncc2CN2CCC(N3CCSCC3)CC2)cc1F	-27.5%	-3.4
COc1ccc(C2CC(c3ccccc3)=NN2c2ccc(/C=N/NC(=O)c3ccncc3)cc2)cc1 (stereo not drawn)	-0.6%	14.9
COc1cccc(C2/C(=C(/O)c3ccccc3)C(=O)C(=O)N2Cc2ccco2)c1 (stereo not drawn)	11.0%	-6.0
Cc1ccc2c(c1)C=CC(C)(C)S2(=O)=O	-14.8%	-6.2
Cc1cc(NC(=S)NC(=O)c2ccccc2)ccc1-c1cc2ccccc2oc1=O	?	·
CCN(CC)c1ccc(NC(=O)COC(=O)CCC(=O)c2ccc(F)cc2)cc1	i	8.8
COc1cccc(CN=c2c([N+](=O)[O-])nn(-c3ccccc3C)n2O)c1	?	·
CCc1ccc(NC(=O)CC2C(=O)NCCN2C(=S)Nc2ccccc2)cc1 (stereo not drawn)	19.7%	2.4
CCCCOCCCNC(=O)c1ccc([N+](=O)[O-])c(C)c1	9.8%	-2.0
O=C(O)c1ccccc1NS(=O)(=O)c1cccc2cccnc12	-17.3%	13.4
CCC1(c2ccc(F)cc2)NC(=O)N(CC(=O)NCc2ccccc2Cl)C1=O (stereo not drawn)	?	·
CCCS(=O)(=O)N1CCN(Cc2ccco2)CC1	11.5%	-0.1
CN(C)S(=O)(=O)c1cccc(NC(=O)c2cc3ccccc3o2)c1	?	·
Cc1ccc(C(=O)NCC(=O)N2CCC(Cc3ccccc3)CC2)cc1	?	·
O=C1CN(c2nc(-c3cccnc3)nc3scc(-c4ccccc4)c23)CCN1	?	·
CN(C)c1ccc(NC(=O)C[n+]2ccccc2)cc1	22.6%	22.5
O=C(O)Cn1c(SCc2ccccc2)nc2ccccc21	?	·
O=C(NCc1cccnc1)c1cc(-c2cccs2)on1	-10.8%	7.7
COc1cccc(N2CCN(C(=S)Nc3ccc(C)cc3C)CC2)c1	-11.9%	20.3
Cn1nc(C(F)(F)F)cc1C(=O)O	-5.8%	12.2
CCCCn1nc2cc(C(=O)NCc3cc(C(F)(F)F)cc(C(F)(F)F)c3)ccc2c1OCC	?	·
C#CCOCCOCCOCCNc1nc(N2CCN(C(=O)CCCCCCCCCCNC(=O)Cn3cc(CCCCCN)nn3)CC2)nc(N2CCN(C(=O)CCCCCCCCCCNC(=O)Cn3cc(CCCCCN)nn3)CC2)n1	?	·
Cc1ccc(C(O)P(=O)(OC(C)C)c2ccc(N(C)C)cc2)cc1 (stereo not drawn)	-19.2%	-15.1
CC(C)Cc1nnc(NC(=O)Cc2cccs2)s1	16.0%	15.0

Next part:
SMILES	Lipid storage S3	Lipid storage S3 cell count max
CN(C)c1ccc(N/C=C/C(=O)c2ccccc2)cc1	?	·
Cc1ccc(-c2cc(C(=O)OCC(=O)Nc3cc(C)on3)c3ccccc3n2)c(C)c1	i	23.2
Cc1cc(/C=C2\SC(=S)NC2=O)c(C)n1-c1cccc(O)c1	-20.4%	5.0
O=C(CCl)Nc1cccc(CP(=O)(c2ccccc2)c2ccccc2)c1	-26.8%	-8.3
Cc1c(NC(=O)CN2C(=O)c3cccc4cccc2c34)c(=O)n(-c2ccccc2)n1C	?	·
CC1CN(C(=O)CCNC(=O)c2ccccc2Cl)CC(C)O1 (stereo not drawn)	i	-11.4
CC1(C)CC(=O)C(C(=O)c2ccccc2)C(=O)C1	?	·
O=C(O)CCC(=O)N1N=C(c2cccs2)CC1c1cccc([N+](=O)[O-])c1 (stereo not drawn)	16.9%	·
O=C(CCS(=O)(=O)c1ccc(Br)cc1)NCc1ccc(F)cc1	i	-20.3
CC(OC(=O)/C=C/c1cccs1)C(=O)NC1CCCCC1C (stereo not drawn)	?	·
S=C(NCC1CCCO1)NC1CCCC1 (stereo not drawn)	1.3µM*	·
CCCCn1c(N)c(N(CCOC)C(=O)c2cc(S(=O)(=O)N3CCOCC3)ccc2F)c(=O)[nH]c1=O	-1.2%	-2.1
COc1ccc(CCCC(=O)NC(C)c2ccccc2)cc1 (stereo not drawn)	18.0%	4.7
CNC(CC(=O)c1ccc([N+](=O)[O-])cc1)C(Cl)(Cl)Cl (stereo not drawn)	?	·
COc1ccccc1NC(=O)c1cccc(S(=O)(=O)N2CCN(Cc3ccccc3)CC2)c1	?	·
CCCCCCCNC(=O)c1cc(-c2ccncc2)nc2ccccc12	?	·
CC(Oc1ccc(Cl)cc1Cl)c1ccn[nH]1 (stereo not drawn)	?	·
CCCCNC(=O)COC(=O)CCC(=O)c1ccc(Cl)cc1	-11.3%	-14.4
CCN(CC)CCCNC(=O)C1c2ccccc2C(=O)N(CCOC)C1c1ccc(F)cc1 (stereo not drawn)	-7.5%	-4.0
O=C(Nc1cn(-c2ccccc2)nc1-c1ccc(Cl)cc1)c1ccccc1	?	·
COc1ccccc1N=Nc1ccc(O)c2ncccc12	?	·
C[n+]1ccc(C(=O)NCCC[N+](C)(C)C)cc1/C=N/O	8.7%	14.8
Cc1ccc(C)c(N2CCN(CC3CC=CCC3)CC2)c1 (stereo not drawn)	?	·
Cc1ccc(S(=O)(=O)N(CC(=O)Nc2cccc(C(F)(F)F)c2)C(=O)N2CCN(C)CC2)cc1	4.5%	·
Cc1ccnc(N2C(=O)c3ccccc3C2Nc2ccccc2Cl)c1 (stereo not drawn)	2.2%	0.4

(more compounds)
SMILES	Lipid storage S3	Lipid storage S3 cell count max
Cc1ccc2c(c1)N(CCCC(=O)NCc1ccc3c(c1)OCO3)C(=O)CO2	?	·
Cc1cc(C)n(S(=O)(=O)c2ccccc2[N+](=O)[O-])n1	i	13.2
COc1ccc(C)cc1NC(=O)Cn1c(=O)oc2ccccc21	11.3%	8.8
CCOc1ccccc1NC(=O)N1CCCC1C(=O)NCc1cccs1 (stereo not drawn)	?	·
CC1=C([N+](=O)[O-])C(c2ccc(Cl)cc2)NC(=O)N1C (stereo not drawn)	?	·
CCC(=O)Nc1cc(Cl)ccc1N1CCN(C(=O)CC)CC1	?	·
CN(C)N=Nc1ccc(S(=O)(=O)/N=C(\O)c2ccccc2)cc1	?	·
COc1ccc(C(C)=O)cc1CSc1nnc(C)n1-c1ccccc1	?	·
NC(=O)C1CCN(C(=O)COc2ccc(S(=O)(=O)NC3CCCC3)cc2)CC1	i	-7.1
COc1cc(N)ccc1NC(=O)c1cccs1	?	·
COC(=O)/C=C1\SC(=Nc2ccc(Cl)c(Cl)c2)NC1=O	3.1%	24.1
COc1cc(SC)ccc1C(=O)Nc1ccc(Br)cn1	10.6%	10.1
O=C(N/N=C/C=C\c1ccccc1[N+](=O)[O-])c1cc(-c2ccccc2)nc2ccccc12	?	·
CCOC(=O)N1CCN(C(=O)c2ccccc2Oc2ccccc2)CC1	28.4%	0.0
CC1(C2CC2)NC(=O)N(CC(=O)Nc2ccccc2F)C1=O (stereo not drawn)	?	·
C#CCOCCOCCOCCNc1nc(N2CCN(C(=O)CCCCCCCCCCNC(=O)[C@@H](CCC(=O)O)n3cc(CCCCCN)nn3)CC2)nc(N2CCN(C(=O)CCCCCCCCCCNC(=O)[C@H](CCCCN)n3cc(C[C@@H](C)CC)nn3)CC2)n1	?	·
CC(=O)NC(NC(=S)Nc1ccc(N=Nc2ccccc2C)cc1C)C(Cl)(Cl)Cl (stereo not drawn)	-16.6%	-6.4
Cc1ccc2nc3c(nc2c1)-c1ccccc1C3=O	?	·
CC(C)Nc1nc(NC(C)C)nc(C(N)=O)n1	?	·
COc1ccc(S(=O)(=O)N2CCCCCC2)cc1NC(=O)CN1C(=O)NC(C)(c2ccc(C)cc2)C1=O (stereo not drawn)	?	·
C=CCn1c(CNc2ccc(C)cc2)nnc1SCC(=O)N/N=C/c1ccc(O)cc1	?	·
COc1ccc(-c2ccc3ccccc3n2)cc1OC	?	·
C=CCOC(=O)C1=C(C)NC(SC)=C(C#N)C1c1cccs1 (stereo not drawn)	6.4%	-4.7
COc1ccc2cc(CCOC3CCCCO3)ncc2c1 (stereo not drawn)	?	·
COc1ccc(NC(=O)CSc2nnc(Cc3cccn3C)n2-c2ccc(F)cc2)cc1	?	·

(listing goes on)
SMILES	Lipid storage S3	Lipid storage S3 cell count max
COc1ccc(NC(=O)CN(c2cc(C)cc(C)c2)S(=O)(=O)c2c(C)noc2C)cc1OC	?	·
c1nc2nc3c(c(N4CCOCC4)n2n1)CCCC3	?	·
COc1ccc(N2C(=O)C(CC(=O)O)S/C2=N\N=C\c2cccs2)cc1 (stereo not drawn)	67.5%	16.4
C[C@]12CC[C@@H]3c4ccc(O)cc4CC[C@H]3[C@@H]1CCC2=O	-4.1%	14.5
Cc1ccc(-c2cc(C(=O)NN=C3CCCC3)c3ccccc3n2)cc1	?	·
COc1cccc(CNC(=O)CCC2CCCN(c3cc(C)nc(N)n3)C2)c1 (stereo not drawn)	-6.7%	-7.9
COc1cc2c(cc1OC)CN(C(=O)CSc1n[nH]c(N)n1)CC2	?	·
Cn1nc(C(=O)NCCN2CCOCC2)c2ccccc2c1=O	i	·
COc1ccc(OC)c(C(=O)CSc2nnc(Cc3cccs3)n2CCc2ccccc2)c1	?	·
O=c1nc2n(c3sc4c(c13)CCCC4)C(CBr)CS2 (stereo not drawn)	?	·
CC(=O)Oc1cc(C(C)C)c(OCCN(C)C)cc1C	?	·
O=C(OCc1cccc([N+](=O)[O-])c1)c1cc2ccccc2oc1=O	15.0%	4.4
COc1ccc(C2c3c(oc4c(C)cc(C)cc4c3=O)C(=O)N2Cc2cccnc2)cc1OC (stereo not drawn)	?	·
Cc1cc(-c2n[nH]c(=S)n2/N=C/c2sccc2C)n[nH]1	?	·
Cc1cccc(NC(=O)CCS(=O)(=O)c2ccc(Br)cc2)c1	?	·
COc1cccc(C(=O)Nc2nnc(S(=O)(=O)Nc3cccc(C)c3)s2)c1	-10.4%	7.8
COC(=O)c1nnn(-c2nonc2N)c1-c1cccs1	5.7%	11.6
Cc1ccc(CCNC(=O)C2CCN(c3nn4c(=O)cc(C)nc4s3)CC2)cc1	?	·
CC(C)C(OC(=O)c1ccc(Cl)nc1)C(=O)NC1CCCCC1 (stereo not drawn)	-12.9%	19.2
Cc1ccc(C)c(NC(=O)C(Sc2ncnc3ccccc23)c2ccccc2)c1 (stereo not drawn)	?	·
CC(Oc1cccc(Cl)c1)C(=O)Nc1ccccc1C(=O)N1CCCCC1 (stereo not drawn)	26.3%	-19.9
CC(C)(C)NC(=O)CC1C(=O)NCCN1Cc1c(F)cccc1Cl (stereo not drawn)	-7.9%	-2.3
Nn1cc(-c2ccccc2)nc1SCC(=O)Nc1ccc(S(N)(=O)=O)cc1	?	·
CCn1c(=O)c2cc(S(=O)(=O)NCCOc3ccccc3)ccc2n(CC)c1=O	?	·
c1ccc(-c2ccc(-c3cnc4n3CCCCC4)cc2)cc1	?	·

Later entries.
SMILES	Lipid storage S3	Lipid storage S3 cell count max
Nc1nc2ccc([N+](=O)[O-])cc2[nH]1	?	·
Cc1cccc(NC(=O)NNC(=O)c2cc3ccccc3cc2O)c1C	?	·
CC(CC(=O)Nc1cccnc1)c1ccccc1 (stereo not drawn)	?	·
CCOc1ccc(S(=O)(=O)N2CCN(S(=O)(=O)c3ccc(C(C)=O)cc3)CC2)cc1	?	·
O=C(CCn1c(=O)sc2ccccc21)NCCC1=CCCCC1	i	16.9
Cc1ccccc1N(C(=O)CNC(=O)c1ccco1)C(C(=O)NC1CCCC1)c1ccncc1 (stereo not drawn)	?	·
COc1ccccc1/C=C1\SC(=O)N(CC(=O)N(C)C2CCS(=O)(=O)C2)C1=O (stereo not drawn)	i	3.8
O=C(/C=C/c1cccc2ccccc12)NCCC1=CCCCC1	?	·
O=C(Nc1ncn[nH]1)C(F)(F)C(F)F	?	·
Cc1ccc(OCC(=O)Nc2cc(S(=O)(=O)N3CCCCC3)ccc2N2CCN(C)CC2)c(C)c1	?	·
COc1c(Cl)cc(Cl)cc1C(=O)Nc1ccc(C(=O)O)cc1	?	·
CCOc1ccc(-c2nc(C#N)c(NCC(C)C)o2)cc1	?	·
C=CCc1ccccc1OCC(=O)N/N=C/c1ccccc1OCC	?	·
COc1ccc(-n2cnnc2SCC(=O)Nc2cccc([N+](=O)[O-])c2)cc1	-3.3%	·
CNc1nc(NC)nc(-n2c(C(F)(F)F)nc3ccccc32)n1	?	·
Cc1ccccc1NC(=O)NNC(=O)CCc1ccccc1	?	·
COc1ccc(Cl)cc1S(=O)(=O)NCc1ccncc1	?	·

Only part of the results is shown; the hit share may differ from the screen's.
